Compound activity as filed in PubChem BioAssay.
PMI inhibitors = inhibitors of human PMI, primary screen, biochemical, fluorescence intensity, coupled assay (AID 1209) | purified PMI enzyme, coupled fluorescence intensity; higher % means a stronger effect | inhibition, % at 20 µM; hits with a dose series show IC50 in µM | 190,000 compounds, 0.42% hits;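 further: plate controls were DMSO vehicle for no effect and wells lacking substrate for full effect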
P. falciparum M1AAP = malaria alanyl aminopeptidase activity blockers – biochemical, fluorogenic H-Leu-NHMec substrate, 1536-well (AID 1445) | 220,000 compounds, 0.42% hits | recombinant M1AAP, H-Leu-NHMec fluorogenic kinetic assay; higher % means a stronger effect | inhibition, % at 30 µM; hits with a dose series show IC50 in µM;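 active means primary inhibition above the hit cutoff, then over 50% inhibition at one or more dose response concentrations, cut at about 23% in these data, passing the limit was not always enough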;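 further: plate controls were DMSO full reaction for no effect and no enzyme background for full effect; strong numbers were not always called active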
human PMI inhibitors = MPI inhibition at elevated mannose 6-phosphate – biochemical, fluorescence intensity, high mannose 6-phosphate, primary screen (AID 1220); recombinant PMI enzyme, coupled fluorescence intensity; higher % means a stronger effect; 190,000 compounds, 0.66% hits; inhibition, % at 20 µM, or IC50 in µM where a hit was titrated
WT yeast gro inh = growth inhibition of WT yeast, mitochondrial fusion screen. mitochondrial fusion phenotypic screen, WT strain. inhibition, % at 10 µM. 190,000 compounds, 2.1% hits; in the data active means inhibition above about 58%; tested in S. cerevisiae
Myeloid diff 2 = promotes myeloid progenitor differentiation; calls only at 10 µM; 360,000 compounds, 1% hits; ER-HoxA9 myeloid progenitors, lysozyme-GFP differentiation, flow cytometry; AID 624256;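 active means normalized GFP-positive differentiation at or above the plate's own cutoff, the solvent-only control mean plus 3 SD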;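 further: cells exposed to compound for four days before flow analysis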
TNAP activators = human TNAP enzyme activators, primary screen, biochemical, luminescent, no phosphate acceptor, uHTS (AID 1001); purified TNAP, luminescent activation assay, no phosphate acceptor; higher activation fold means a stronger effect; 200,000 compounds, 0.03% hits; activation fold at 20 µM, or EC50 in µM where a hit was titrated; in the data active means activation fold from about 3, or a potency from the dose series; inactive means the rest, 99 in 100 with activation fold below about 1.6; further: many of its hits are not listed in these tables
Lipid droplet = hepatic lipid droplet formation modulation; AID 1656; 240,000 compounds, 0.4% hits; inhibition, % at 6.5 µM; AML12 mouse hepatocytes, oleate lipid droplets, BODIPY imaging;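 active means lipid droplet intensity inhibited by at least 50%, with more than 500 cells counted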
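Assay system: AML12 mouse liver cells | Compound dosing: One dose, 6.5 µM compound | Read-out basis: Droplet intensity reduction, % inhibition | Measured by: Fluorescence imaging, 20x objective, two fields per well | Schedule: Overnight treatment with compound plus oleate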
K1F lysis inhibition = inhibition of K1F phage lysis, E. coli UTI89, bacterial capsule biogenesis inhibitors, alamar blue (AID 488966) | E. coli UTI89 K1F phage lysis, alamar blue, 2 h; higher % means a stronger effect | inhibition, % at 100 µM, or IC50 in µM where a hit was titrated | 340,000 compounds, 0.02% hits;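 active means phage lysis inhibition, versus mean bacterial control, above a set limit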;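 further: capsule biogenesis inhibitors block K1F phage lysis so surviving cells raise fluorescence; higher fluorescence means more inhibition of phage lysis; actives were called in the ten point dose series up to 300 µM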
CSM14.1 death rescue = rescue of cells from ER stress-induced death, primary screen, 384-well, CSM14.1, thapsigargin, ATP luminescence (AID 1222) | CSM14.1 thapsigargin-induced death rescue, ATP luminescence; higher % means a stronger effect | cellular ATP content (survival), % at 20 µM; hits with a dose series show EC50 in µM | 190,000 tested, under 10 active;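 active means EC50 below 50 µM in the dose-response confirmation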;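 further: death triggered by thapsigargin at about 15 µM added after 2 h compound pretreatment; cell ATP read after overnight thapsigargin exposure of roughly 18 to 22 hours; normalized against plate controls of thapsigargin alone and 5% DMSO vehicle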
WT yeast gro inh mutant strain = further read-out of WT yeast gro inh, marked with its call; inhibition, %; mitochondrial fusion phenotypic screen, mutant strain inhibition
Lipid droplet cells 6.5 µM = second read-out of Lipid droplet, no call of its own (marks repeat the call); cell count; measured here: cell count, cytotoxicity flag;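 cells counted across two imaged fields per well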
Myeloid diff 2 GFP+ MAC1+ % = also measured in Myeloid diff 2; calls as there; GFP+ MAC1+ double positive, %; measured here: differentiation confirmed by MAC1 staining
Active calls of the source: *; i = inactive; / = not tested or not shown; + = active, no number; [ ] = another dose, or the depositor's remark. Unless noted, no stated cut-off is given here; in the data, active means inhibition above about 50%; inactive means the rest.

No.	Molecule	Lipid droplet	WT yeast gro inh	P. falciparum M1AAP	PMI inhibitors	WT yeast gro inh mutant strain	K1F lysis inhibition	Myeloid diff 2	Lipid droplet cells 6.5 µM	TNAP activators	human PMI inhibitors	CSM14.1 death rescue	Myeloid diff 2 GFP+ MAC1+ %
1	COc1ccc(NC(C)=O)cc1NC(C)C(=O)Nc1cc(C(F)(F)F)ccc1N1CCOCC1 (stereo unspecified)	-25.6	-6.0	-0.2%	4.0%	5.6	-1.2%[50 µM]	i	567	1.1	1.2%	0.7%	0.2
2	Cc1cc(C)c(C#N)c(SCCS(=O)(=O)c2ccc(Cl)cc2)n1	-1.0	/	-1.5%	/	/	-0.1%	i	694	/	/	/	0.1
3	CC(=O)OC1CC2(C)C(=O)CCC2C2CCc3cc(O)ccc3C12 (stereo unspecified)	/	7.4	8.2%	7.3%	10.9	-0.1%	i	/	1.1	7.1%	-0.3%	1.2
4	CCCCOc1ccc(C(=O)NCc2ccccn2)cc1	-13.5	6.6	5.4%	12.0%	-2.9	-0.1%	i	642	1.1	9.9%	-2.0%	0.7
5	CCOC(=O)C1=C(C)Nc2sc(C(=O)c3ccc(C)cc3)c(N)c2C1c1ccc(C(=O)OC)cc1 (stereo unspecified)	-7.7	31.6	4.6%	9.5%	-7.6	0.8%[50 µM]	i	628	1	1.8%	-0.1%	2.7
6	Cc1cccnc1NC(=O)c1ccccc1-c1ccccc1C(=O)Nc1ncccc1C	-28.8	-1.6	-1.1%	-2.5%	-16.1	0.3%	i	680	1	-11.0%	-2.5%	0.5
7	Cc1ccc(NCN2C(=O)C3C4CCC(C4)C3C2=O)cc1 (stereo unspecified)	-3.2	8.6	1.9%	8.9%	13.0	/	/	776	1.1	3.4%	-5.2%	/
8	Clc1ccc(Cn2c(/C=C/c3ccco3)nc3ccccc32)cc1	3.5	76.1*	-0.9%	-32.9%	-11.2*	7.6%	i	578	1.2	-46.2%	1.6%	1.3
9	O=C(CSc1nnc2ccccn12)NC(=O)NC1CCCCC1	-20.1	3.6	3.9%	10.2%	-1.2	1.1%	i	749	1	-3.0%	-0.3%	0.4
10	O=C(Nc1cccc2ccccc12)N1CC=CCC1	10.2	5.5	2.1%	18.3%	7.4	0.7%	i	743	1.1	17.5%	-1.3%	1.1
11	CCOC(=O)c1c(NC(=O)COC(=O)C2CC2C)sc(C)c1C (stereo unspecified)	10.7	46.5	-3.1%	8.6%	21.0	-0.7%	i	693	1.2	5.6%	5.2%	0.6
12	C=CCn1c2ccccc2c2nnc(SCCCn3c(=O)[nH]c4ccccc43)nc21	-10.8	-4.4	1.9%	22.6%	-3.5	-0.6%	i	681	0.9	19.4%	0.4%	0.8
13	CC(C)(C)n1ncc2c(=O)n(CC(=O)NCc3ccccc3)cnc21	-4.0	10.1	-7.5%	7.2%	-3.1	7.4%	i	703	1.1	8.8%	-2.1%	1.1
14	O=C(Nc1ccc2c(c1)OCO2)c1cc(-c2ccncc2)nc2ccccc12	1.0	-4.3	12.3%	1.0%	-4.0	0.3%	i	691	1	18.2%	-0.5%	0.2
15	CS(=O)(=O)N1N=C(c2cccs2)CC1c1ccccc1O (stereo unspecified)	-7.6	-8.8	4.5%	3.1%	-18.0	0.2%	i	692	1.1	-1.6%	-0.6%	0.3
16	Cc1nc(CCNC(=O)c2cc(COc3ccc(F)cc3Cl)on2)sc1C	5.4	/	3.7%	/	/	0.1%	i	677	/	/	/	0.4
17	Cc1cc(-c2nc(-c3ccc(C(C)(C)C)cc3)no2)no1	-2.6	/	-0.7%	/	/	0.1%	i	687	/	/	/	0.4
18	O=C(c1ccncc1)N(Cc1ccco1)Cc1cc2ccccc2[nH]c1=O	/	-4.6	-3.3%	2.3%	8.6	1.5%	i	/	1.1	3.2%	-0.6%	0.5
19	Cn1ccnc1Sc1ccccc1[N+](=O)[O-]	3.9	-0.7	-2.5%	3.0%	14.1	0.1%	i	677	1.1	3.8%	0.9%	0.1
20	NC(=O)C1(c2ccccc2)CCCN1C(=O)c1ccccc1Br (stereo unspecified)	-10.3	10.3	-5.3%	-0.2%	-2.5	-0.2%	i	707	1.1	-2.6%	/	0.3
21	COc1ccc(NS(=O)(=O)c2cc(-c3nnnn3C)ccc2OC)cc1	/	11.3	13.7%	-11.5%	6.6	0.4%	i	/	1	3.9%	-2.3%	0.9
22	Cc1ccc(NC(=O)Cn2cccc2)cc1C	/	-15.9	2.6%	-23.1%	-14.2	-2.1%	i	/	1	-15.3%	-1.7%	4.6
23	Cc1cccc(NC(=S)NC2CC3CCCC(C2)N3Cc2ccco2)c1 (stereo unspecified)	-13.4	-1.8	1.2%	10.2%	-10.9	1.3%	i	758	1.2	8.9%	-3.2%	0.6
24	CN1CCSc2ccc(C(=O)Nc3ccc(Cl)cc3)cc21	-0.6	/	2.9%	/	/	-0.7%[50 µM]	i	713	/	/	/	0.2
25	COc1cc(/C=C2/SC(=S)N(CC(=O)O)C2=O)ccc1OC(=O)c1cccs1	-0.9	/	14.4%	/	/	0.1%	i	705	/	/	/	0.6
26	COC(=O)c1coc(-c2ccc(C)cc2)c1C(=O)OC	/	0.2	-2.3%	-4.2%	-1.6	0.0%	i	/	1.1	1.8%	-0.6%	1.2
27	Cc1c(CCC(C)C)c(-n2ccnc2C)n2c(nc3ccccc32)c1C#N	/	-8.2	5.7%	9.8%	-8.0	0.6%	i	/	1.1	4.3%	-0.4%	0.1
28	COc1ccc([N+](=O)[O-])cc1N(CC(=O)NC(C(C)C)C(C)C)S(C)(=O)=O	-8.3	-10.8	5.4%	4.1%	-9.6	4.5%	i	732	1.1	1.1%	0.6%	0.1
29	CC(=O)c1cccc(NC(=O)c2ccc(NS(=O)(=O)c3c(C)noc3C)cc2)c1	/	-2.1	5.1%	7.0%	29.3	-2.0%	i	/	1.1	4.3%	-0.8%	1.0
30	Cc1ccccc1NC(=S)NNc1ncc(C(F)(F)F)cc1Cl	-85.0	10.0	-0.9%	-15.5%	-0.8	0.5%	i	358	0.9	-17.1%	-3.0%	0.3

Later entries:
No.	Molecule	Lipid droplet	WT yeast gro inh	P. falciparum M1AAP	PMI inhibitors	WT yeast gro inh mutant strain	K1F lysis inhibition	Myeloid diff 2	Lipid droplet cells 6.5 µM	TNAP activators	human PMI inhibitors	CSM14.1 death rescue	Myeloid diff 2 GFP+ MAC1+ %
31	NS(=O)(=O)c1ccc(CNC(=O)c2ccc(S(=O)(=O)C(F)F)cc2)cc1	-0.8	/	1.0%	/	/	-1.2%[50 µM]	i	648	/	/	/	0.7
32	O=C(NC(Nc1ccc(F)cc1)(C(F)(F)F)C(F)(F)F)c1cccnc1	1.2	-9.3	0.4%	2.6%	-4.8	0.2%	i	683	1	4.3%	-2.5%	0.4
33	Cc1cc(C)c(C#N)c(SCc2cn3c(C)cccc3n2)n1	-6.6	55.6	4.8%	-14.2%	48.2	12.9%	i	620	1.2	-24.7%	-2.8%	0.7
34	CCCn1c(N)nc2ccccc21	12.4	2.9	-2.7%	-1.7%	5.7	-0.3%	i	751	1	-4.3%	3.2%	0.4
35	CCC(=O)Nc1ccc(C(=O)Nc2cc(C)on2)cc1	-1.0	-11.7	-2.4%	7.5%	-0.4	-2.3%	i	759	1.1	7.2%	-3.6%	0.3
36	CCCCCn1c(CN2CCN(Cc3ccccc3)CC2)nc2c1c(=O)[nH]c(=O)n2C	/	2.4	3.1%	-11.1%	-4.4	-0.6%	i	/	1	-6.1%	-0.1%	4.9
37	Cc1ccccc1NC(=O)OCc1cccnc1Oc1ccc(Cl)cc1	-18.8	45.1	0.8%	8.2%	40.6	i	i	666	1.1	14.2%	-1.8%	0.2
38	O=C(c1cnc2n(c1=O)CCS2)N1CCN(c2ccc(Cl)c(Cl)c2)CC1	/	38.4	-2.4%	-1.2%	41.4	4.5%	i	/	1.1	-4.1%	-1.3%	2.6
39	COc1ccc(OC)c(C2CC(=O)N3CN(c4ccc(C)c(Cl)c4)CSC3=C2C#N)c1 (stereo unspecified)	/	11.5	8.8%	29.4%	10.6	-0.6%	i	/	1.2	-4.9%	-0.1%	2.8
40	Cc1ccccc1OCC(=O)N/N=C/c1ccccn1	8.6	3.8	7.9%	16.3%	-13.7	0.2%	i	720	2.3	17.7%	1.5%	0.2
41	CCN(CC)c1ccc(/C=N/NC(=O)c2ccc([N+](=O)[O-])cc2)cc1	5.1	-17.6	4.9%	-0.3%	8.3	1.5%	i	712	0.9	-6.8%	-2.3%	0.0
42	CCOc1ccc(-c2ccc(SC)nn2)cc1	-4.7	67.7*	4.6%	4.0%	65.5*	0.3%	i	681	1.1	9.3%	/	0.2
43	CCC(C)Nc1nc(OC(C(F)(F)F)C(F)(F)F)nc(OC(C(F)(F)F)C(F)(F)F)n1 (stereo unspecified)	26.5	-7.5	9.3%	12.7%	-17.7	0.0%	+	746	1	15.1%	-2.2%	5.1*
44	COCCCn1c(-c2ccccc2Cl)n[nH]c1=S	1.2	-9.8	-2.2%	7.5%	-6.1	0.7%	i	793	0.8	-0.9%	1.9%	0.8

Sorted by the number under P. falciparum M1AAP (high to low): 3 of the compounds above
| no. | mol | P. falciparum M1AAP |
| --- | --- | --- |
| 33 | Cc1cc(C)c(C#N)c(SCc2cn3c(C)cccc3n2)n1 | 4.8% |
| 42 | CCOc1ccc(-c2ccc(SC)nn2)cc1 | 4.6% |
| 38 | O=C(c1cnc2n(c1=O)CCS2)N1CCN(c2ccc(Cl)c(Cl)c2)CC1 | -2.4% |
